High-throughput results deposited in PubChem by Sanford-Burnham Center for Chemical Genomics.
Artemis endo inh = Artemis endonuclease inhibitors, primary screen, biochemical, fluorescence intensity, FAM/BHQ-1 hairpin substrate. Protein artemis (Homo sapiens), Q96SD1. recombinant Artemis, quenched FAM hairpin cleavage fluorescence. inhibition, % at 10 µM. actives 0.78% (n = 30,000). AID 686954, 2013;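 active means at 10 µM dose, at least 30% inhibition, measured as corrected fluorescence normalized to stimulator and neutral control wells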
Target sequence (Q96SD1 whole entry, looked up): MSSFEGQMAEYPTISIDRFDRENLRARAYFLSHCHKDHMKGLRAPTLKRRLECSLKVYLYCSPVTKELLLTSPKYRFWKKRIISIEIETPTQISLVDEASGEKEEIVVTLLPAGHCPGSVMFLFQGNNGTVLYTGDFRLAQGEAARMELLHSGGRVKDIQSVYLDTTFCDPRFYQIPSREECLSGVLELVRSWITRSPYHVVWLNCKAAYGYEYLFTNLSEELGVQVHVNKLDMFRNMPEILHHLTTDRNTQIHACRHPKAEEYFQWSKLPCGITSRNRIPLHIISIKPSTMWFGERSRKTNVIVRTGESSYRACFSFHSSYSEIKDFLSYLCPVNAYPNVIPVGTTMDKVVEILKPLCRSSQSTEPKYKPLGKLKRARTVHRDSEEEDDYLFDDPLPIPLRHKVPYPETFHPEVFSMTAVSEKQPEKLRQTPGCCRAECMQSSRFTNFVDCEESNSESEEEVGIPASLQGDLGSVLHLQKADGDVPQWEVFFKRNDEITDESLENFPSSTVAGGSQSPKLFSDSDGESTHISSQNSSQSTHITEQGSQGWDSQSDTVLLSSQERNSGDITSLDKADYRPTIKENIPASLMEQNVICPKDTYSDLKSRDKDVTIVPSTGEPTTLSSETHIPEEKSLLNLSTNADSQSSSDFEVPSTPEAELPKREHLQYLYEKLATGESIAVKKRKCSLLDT
* hit, by the source's call. An excerpt; the hit share may differ from the screen's.

SMILES | Artemis endo inh
COc1ccccc1NC(=O)c1cn(C)c(=O)c2cc(OC)c(OC)cc12 | -0.4
Cc1ccc(Oc2ccc(NC(=O)Cn3ccsc3=N)cc2)cc1 | 15.3
CCc1nn(-c2ccccc2)c(N)c1-c1ccc(OC)c(OC)c1 | -0.1
CCCSc1cc(N2CCCC2)nc(-c2ccccc2)n1 | 6.4
CC1(C)CC2CC(C)(CN2C(=O)COC(=O)c2n[nH]c(=O)c3ccccc23)C1 (centres undefined) | -3.9
COc1ccc(C(=O)OCC(=O)NCc2ccco2)cc1OC | -2.6
OCCCNC(c1ccccc1)c1ccc(O)cc1 (centres undefined) | -3.0
O=C(Nc1ccccc1)c1cc(N2CCOCC2)nc2ccccc12 | 6.9
C=COC(=O)CSc1snc(SCC(=O)OC)c1C#N | 4.6
Cc1cccc(C)c1NC(=O)Cn1c(CN2CCCCC2)nc2ccccc2c1=O | 2.7
CCN(CC)CCCNC(=O)Cc1c(C(=O)O)n(C)c2ccccc12 | 2.9
COc1ccc(-c2cc(C(N)=O)nc(N3CCCCCC3)n2)cc1 | -5.8
O=C(NCCc1ccccc1)c1cccs1 | -1.0
CC(C)(C)NC(=O)CCN1CCOCC1 | -4.5
N#CCCN(Cc1cccnc1)C(=O)Nc1cccc(Cl)c1 | 4.7
CCN1C(=O)N(CN2CCOCC2)C2C1N(CN1CCOCC1)C(=O)N2CC (centres undefined) | 4.5
O=C(COc1ccc(S(=O)(=O)N2CCCCC2)cc1)NC1CCCCC1 | -3.3
COC(=O)c1nnn(-c2nonc2N)c1CSc1ccccn1 | -0.6
CCc1nnc(NC(=O)CN2CCN(c3cccc(OC)c3)CC2)s1 | -9.7
Cc1nnc(SCCN2C(=O)c3ccccc3C2=O)[nH]c1=O | -25.1

Six entries from above, with tabs.
molecule	Artemis endo inh
C=COC(=O)CSc1snc(SCC(=O)OC)c1C#N	4.6
Cc1cccc(C)c1NC(=O)Cn1c(CN2CCCCC2)nc2ccccc2c1=O	2.7
CCN(CC)CCCNC(=O)Cc1c(C(=O)O)n(C)c2ccccc12	2.9
COc1ccc(-c2cc(C(N)=O)nc(N3CCCCCC3)n2)cc1	-5.8
O=C(NCCc1ccccc1)c1cccs1	-1.0
CC(C)(C)NC(=O)CCN1CCOCC1	-4.5

The main list resumes; the six compounds before the break are reprinted first.
SMILES | Artemis endo inh
N#CCCN(Cc1cccnc1)C(=O)Nc1cccc(Cl)c1 | 4.7
CCN1C(=O)N(CN2CCOCC2)C2C1N(CN1CCOCC1)C(=O)N2CC (centres undefined) | 4.5
O=C(COc1ccc(S(=O)(=O)N2CCCCC2)cc1)NC1CCCCC1 | -3.3
COC(=O)c1nnn(-c2nonc2N)c1CSc1ccccn1 | -0.6
CCc1nnc(NC(=O)CN2CCN(c3cccc(OC)c3)CC2)s1 | -9.7
Cc1nnc(SCCN2C(=O)c3ccccc3C2=O)[nH]c1=O | -25.1
Cc1ccc2cc(CN(Cc3ccco3)C(=O)NCc3ccccc3)c(=O)[nH]c2c1C | 8.8
CC(C)(C)C(=O)Nc1ccc(C(=O)NCc2cccnc2)cc1 | 0.4
O=C(Cc1ccc(Cl)cc1)NNC(=O)Nc1cccc2ccccc12 | -8.9
O=C(Cn1ccc2ccccc2c1=O)Nc1ccc2c(c1)OCO2 | -6.8
O=C(N/N=C/c1ccc(-c2ccccc2[N+](=O)[O-])o1)c1cccnc1 | 29.2
Cc1[nH]n2c(=O)cc(-c3ccc([N+](=O)[O-])cc3)nc2c1-c1ccccc1 | 31.9*
CCOC(=O)N1CCN(C(=O)Nc2ccc(Cl)cc2Cl)CC1 | 1.7
C=CCn1c(SCC(=O)Nc2sc3c(c2C#N)CCC3)nnc1C1COc2ccccc2O1 (centres undefined) | 23.6
N#C/C(=C\c1ccc(Sc2nc3ccccc3[nH]2)o1)c1ccccc1 | 8.7
COc1ccc(-c2cc(C(=O)N3CCN(c4ccccc4)CC3)c3ccccc3n2)cc1OC | 2.2
CCN(CC)C(=O)CSc1nc2ccccc2n1CC(=O)N1CCN(c2ccccc2OC)CC1 | 0.2
Cc1ccc2nc(SCCCCOc3ccccc3)[nH]c2c1 | 2.0
Cn1c(=O)c2c(nc(NCc3ccco3)n2Cc2ccccc2Cl)n(C)c1=O | 0.5
Cc1cc(C)n(-c2nc3c(c(=O)[nH]c(=O)n3C)n2C)n1 | 5.3
COc1cc2cc(CN(Cc3nnnn3Cc3ccco3)C3CCCCC3)c(=O)[nH]c2cc1OC | 17.2
COc1ccc(-c2cc(C(=O)Nc3sc4c(c3C#N)CCCC4)c3ccccc3n2)cc1OC | -7.0
CCOC(=O)C1=C(NC(=S)NC(=O)c2ccccc2)c2ccccc2CC1C(C)C (centres undefined) | 7.7
O=C1CCC(=O)N1OCCCCOc1ccccc1 | -6.4
Cc1cc(=O)[nH]c2c1cnn2Cc1ccccc1 | -4.7
CSc1nc2nccc(-c3ccc(Cl)cc3)n2n1 | -3.4
Cc1ncc([N+](=O)[O-])n1CCOC(=O)NC(NCc1ccccc1)C(Cl)(Cl)Cl (centres undefined) | -3.9
CC(=O)Nc1cc2c(cc1Br)OCCO2 | 2.6
CCOc1ccc(OCC)c(C2C(C#N)=C(N)N(c3cccnc3)C3=C2C(=O)CC(C)(C)C3)c1 (centres undefined) | -4.4
c1cncc(-c2nc(NCC3COc4ccccc4O3)c3ccccc3n2)c1 (centres undefined) | 6.1
Cc1ccc(Nc2cc(=O)[nH]c(=O)[nH]2)c(C)c1 | -3.7
Cc1noc(C)c1CSc1nnc(-c2ccncc2)n1-c1ccc(Cl)c(Cl)c1 | -7.8
CN(C(=O)c1ccc2c(c1)OCO2)C1(C(=O)NC2CCCC2)CCCCC1 | 1.4
Cc1ccc(C(=O)NCCSC(C)(C)C)cc1 | -2.0
O=C(Nc1ccc(Br)cn1)c1ccc2nccnc2c1 | 1.3
O=c1cc(O)n(-c2ccc(F)cc2)c(=S)[nH]1 | -3.3
CCOc1ccc(C(=S)N2CCOCC2)cc1 | -7.1
Cc1nnc(NC(=O)c2c(-c3ccccc3)noc2C)s1 | -6.0
Cc1ccc(Oc2ccc(C(=O)NC3CCSC3=O)cn2)cc1 (centres undefined) | 4.7
CCOc1ccc(S(=O)(=O)Nc2ccccc2SC)c2cccnc12 | 11.1
CCOc1ccc(N(C(=O)Cn2nnc3ccccc32)C(C(=O)NC(C)(C)CC)c2cccn2C)cc1 (centres undefined) | 4.3
CCCCCOC(=O)CC(C(=O)OCCCCC)N1CCCCC1 (centres undefined) | -3.6
COc1cccc(C(=O)NCC(=O)n2nc(C)cc2C)c1 | -3.2
Cc1cccc(CSc2nnc(NC(=O)CSc3nnc(C)s3)s2)c1 | 4.2
COc1ccc(N(CN2C(=O)C3C4C=CC(C4)C3C2=O)C(=O)c2ccco2)cc1 (centres undefined) | -0.4
CS(=O)(=O)N(CCc1ccccc1)CC(=O)N1CCc2ccccc2C1 | 12.6
O=C(Cn1c(C(F)(F)F)nc2ccccc21)Nc1ccccc1N1CCOCC1 | -3.2
Cc1cccc(/C=C/C(=O)c2cc(Br)ccc(=O)c2O)c1 | 28.0
CCOc1c(OC(C)=O)ccc(/C=C2\N=C(SCC)SC2=O)c1[N+](=O)[O-] | 30.1*
C=CCn1cc(-c2ccc(Cl)cc2)cc(C#N)c1=O | -3.0
COCCNC(=O)c1ccc(CS(=O)(=O)c2ccc(Cl)cc2)o1 | -4.9
Cc1ccc(OCCCC(=O)N2CCOCC2)c(C)c1 | -3.3
COc1ccc(C2(C(=O)Nc3ccc(C(=O)O)cc3)CCOCC2)cc1 | -3.0
CCOC(=O)CN1C2=NCCN2c2ccccc21 | -1.8
CC(C)NC(=O)NC(=O)COc1c(F)c(F)cc(F)c1F | -9.5
CC1CCCCC1NC(=S)Nc1ccc(SC(F)F)cc1 (centres undefined) | 5.9
COc1ccc(C2C(C#N)=C(N)Oc3n[nH]c(-c4ccccn4)c32)c(OC)c1OC (centres undefined) | 3.3
CCOC(=O)/C(=C/c1c2ccccc2cc2ccccc12)NC(=O)c1ccccc1 | 13.2
COc1ccc(-n2nnnc2SCc2nc(N)nc(N3CCOCC3)n2)cc1 | -0.4
COc1cc(OC)c(OC)cc1CN(C)C(c1ccccc1)c1nnnn1-c1ccccc1C (centres undefined) | -7.4
Clc1cccc(-c2nc3nc4ccccc4nc3n2Cc2ccco2)c1 | 27.0
CC(=O)c1cccc(NC(=O)COc2ccc(S(=O)(=O)N3CCCCC3)cc2)c1 | 2.8
CC1CC(OCC(O)CN2CCN(Cc3ccccc3)CC2)CC(C)(C)C1 (centres undefined) | -2.9
COc1ccccc1C(=O)Nc1c2c(nn1-c1cccc(C)c1C)CS(=O)C2 (centres undefined) | -5.1
C=CCSc1nnc(-c2cnn(-c3ccccc3)c2-n2cccc2)n1C | -3.4
O=C(CSC1=NCCS1)NC1CCCCC1 | -1.9

(further entries)
SMILES | Artemis endo inh
COc1ccc(S(=O)(=O)Nc2c3ccccc3nc(=O)n2-c2ccccc2)cc1 | -4.4
Cc1nc2ccccc2n1CCCOc1ccccc1 | -5.1
CCOC(=O)CCCCC(=O)c1[nH]c(=O)[nH]c1Cn1ccnc1 | 4.0
COC(=O)CN1C(=S)N(Cc2ccccc2)C(=O)C1CC(=O)Nc1ccc(Br)cc1 (centres undefined) | -5.9
CC(C)(C)C1CCC2(CC1)C(C#N)=C(SCC(=O)Nc1ccccc1)NC(=O)C2C#N (centres undefined) | 26.7
Cc1onc(-c2c(F)cccc2Cl)c1C(=O)NC1CCSC1=O (centres undefined) | 3.5
O=C1CC(N2CCN(Cc3ccc4c(c3)OCO4)CC2)C(=O)N1Cc1ccc(N2CCCC2=O)cc1 (centres undefined) | 1.5
COC(=O)CCC(=O)Nc1cccc(Br)c1 | -14.3
N#Cc1c(/N=C/N2CCCC2)oc(-c2ccccc2)c1-c1ccccc1 | 7.5
O=C(c1cc(-c2ccncc2)nc2ccc(Br)cc12)N1CCN(c2ccccn2)CC1 | 9.2
COc1ccccc1N1CCN(C(=O)c2ccc(S(=O)(=O)N3CCCCCC3)cc2)CC1 | 1.1
CCOc1ccccc1C1C(C#N)=C(N)Nc2onc(-c3ccccc3)c21 (centres undefined) | 5.4
CC(Sc1ccc2c(c1)OCCO2)C(=O)Nc1ncc(Cl)cc1Cl (centres undefined) | -0.5
CCc1nn(C(C)C(=O)Nc2cccc(C)c2C)c(=O)c2cc3occc3n12 (centres undefined) | -0.1
O=C1c2ccccc2S(=O)(=O)N1CC(O)COc1ccc(Cl)cc1 (centres undefined) | -3.9
COc1ccc(CCNS(=O)(=O)c2ccc(Cl)s2)cc1OC | 5.4
CCn1c(SCCOc2ccc(OC)cc2)nnc1C(CO)NC(=O)c1ccc(OC)cc1 (centres undefined) | 1.8
CCCCNC(=O)OC1CCS(=O)(=O)C1 (centres undefined) | 3.0
COc1ccccc1NC(=O)Cn1cnc2c(cnn2-c2ccc(C)c(C)c2)c1=O | 2.8
CCN(CC)S(=O)(=O)c1ccc(Cl)c(C(=O)NC2CCCC2)c1 | 11.3
CCSc1nc2ccccc2n1CC(=O)N1CCCCC1 | -9.8
Fc1cccc(NC(=S)N2CCCCC2)c1 | 9.6
CCN1CCN(C(c2ccccc2F)c2nnnn2Cc2ccc3c(c2)OCO3)CC1 (centres undefined) | 4.5
O=C1c2ccccc2NC(c2ccc3c(c2)OCCO3)N1c1ccc2c(c1)OCCO2 (centres undefined) | -0.4
Cc1c(C)n(C(=O)CN2CCC(C(N)=O)CC2)c2ccccc12 | -7.9
O=C(CSc1nnc2ccccn12)NCCN1C(=O)CSC1=O | 1.7
O=C(O)Cc1ccc(C(=O)c2ccc(Cl)cc2)s1 | -6.7
CCN(CC)c1ccc2c(c1)C(=O)N(C)C2=O | -1.1
Cc1ccccc1-n1nc(C)c2cc(C(=O)N3CCN(S(=O)(=O)c4ccc(Cl)cc4)CC3)sc21 | 4.7
CN(CCOc1ccccc1)S(=O)(=O)c1ccc2oc3ccccc3c2c1 | 9.1
CCCN1CCN(C(c2cc3cc4c(cc3[nH]c2=O)OCO4)c2nnnn2C(C)(C)C)CC1 (centres undefined) | -3.6
Nn1c(SCC(=O)Nc2ccccc2)nnc1-c1cccnc1 | 8.5
CC(C)(C)c1ccc(OC(=O)Cn2c(C(F)(F)F)nc3ccccc32)cc1 | 8.4
COCCNC(=O)c1ccccc1-c1nc(-c2ccccc2Cl)no1 | -3.9
CC(C)(C)c1ccc(C(=O)CS(=O)(=O)c2ccccc2)cc1 | -2.5
Cc1cc(C)n(-c2ccc(C(=O)Nc3sccc3C(N)=O)cc2)n1 | -3.6
Cc1cc(C=O)c(C)n1-c1cc(C(F)(F)F)ccc1N1CCOCC1 | 2.5
COc1cc(C(=O)OC(C)C(=O)Nc2ccc3c(c2)OCO3)ccc1OCc1c(C)noc1C (centres undefined) | 0.2
COC(=O)c1ccc(CSc2nnc(NC(C)C)s2)cc1 | 7.1
CC(=O)c1ccc(N2CCN(C(=O)c3ccco3)CC2)c(F)c1 | 10.8

A second format for part of the listing above.
molecule,Artemis endo inh
Cc1c(C)n(C(=O)CN2CCC(C(N)=O)CC2)c2ccccc12,-7.9
Nn1c(SCC(=O)Nc2ccccc2)nnc1-c1cccnc1,8.5

The listing picks up, repeating the two entries before the break.
SMILES | Artemis endo inh
COC(=O)c1ccc(CSc2nnc(NC(C)C)s2)cc1 | 7.1
CC(=O)c1ccc(N2CCN(C(=O)c3ccco3)CC2)c(F)c1 | 10.8
NC(=O)CCn1nc(-c2ccc(Cl)cc2)c2ccccc2c1=O | 1.2
C=CCn1c(-c2ccc(OC)c(OC)c2)cs/c1=N\c1ccccn1 | -4.9
COc1ccc(Cn2nnnc2C(c2ccc(N(C)C)cc2)N2CCC(C)CC2)cc1 (centres undefined) | 4.9
CC(C)Oc1ccc(C2CC(=O)N(c3ccc(N(C)C)cc3)C2=O)cc1 (centres undefined) | -9.6
O=C(Cc1ccc(Br)cc1)N1CCN(c2ccc(F)cc2)CC1 | -2.3
Cc1cc(/C=N/n2cnnc2)c(C)n1-c1cccc(Cl)c1 | 9.8
CC(C)NC(=O)c1cc2cc([N+](=O)[O-])ccc2s1 | -3.0
Cc1cccc(OCCCC(=O)Nc2nccs2)c1 | 1.5
